Pol eta inh = blocks human DNA polymerase eta activity; recombinant Pol eta, fluorescent DNA replication assay; Potency, µM (titrated, usually from 114 µM), inactives show top-dose activity change, negative = inhibition, hits mostly inhibitors; hit rate 1.2% among 390,000; also: % is scaled to controls: 0 for no effect and ±100 for the full control effect
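Fluorescent replication assay: 50 nM final substrate added after a 15 min room-temperature compound preincubation with 10 nM enzyme. Signal taken at 0 min and again at 10 min.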
BAZ2B block = blocks human BAZ2B; Potency, µM (top dose mostly 114 µM), for inactives: top-dose activity change, negative = inhibition, hits mostly inhibitors; hit rate 4.4% among 360,000; AlphaScreen BAZ2B-H3K14Ac peptide displacement; also: % is scaled to controls: 0 for no effect and ±100 for the full control effect; nearly all actives have a fitted effect of over 60% in size
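Complex of BAZ2B and biotin-H3K14Ac (50 nM apiece) forms over 30 min at RT, then faces library compounds up to 110 uM for another 30 min; AlphaScreen beads added, 20 min dark incubation, luminescence read.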
G9a block = G9a (human) methyltransferase inhibition; Q96KQ7; G9a H3K9 monomethylation, AlphaScreen, 2 h; Potency, µM (highest dose often 102 µM), for inactives: at the highest dose activity, negative = inhibition, most hits filed as inhibitors; hit rate 8.8% among 350,000; also: % is scaled to controls: 0 for no effect and ±100 for the full control effect; nearly all actives have a fitted effect of over 75% in size
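Using a bead-based AlphaScreen, monomethylated H3K9 product from 2 h room-temperature reactions (G9a 20 nM, peptide 500 nM, SAM 20 uM) was detected with 0.5 ug/mL rabbit anti-H3K9me1 antibody.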
BLM helicase inh = blocks DNA unwinding by human BLM helicase. hit rate 0.2% among 350,000. P54132. Potency, µM (doses to about 56.1 µM), inactives show at the highest dose activity change, negative = inhibition, actives largely listed as inhibitors. AID 2528. recombinant BLM DNA unwinding, fluorescence dequenching;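 also: plate controls were vehicle for no effect and no enzyme for full effect; nearly all actives have a fitted effect of over 35% in size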
JMJD2A Tudor = JMJD2A Tudor domain (human) inhibition | O75164 | AlphaScreen JMJD2A-Tudor / H3K4me3 peptide binding | Potency, µM (top dose mostly 114 µM), for the others: at the highest dose activity change, negative = inhibition, usual class: inhibitors | hit rate 4.4% among 390,000 | AID 504339; also: % is scaled to controls: 0 for no effect and ±100 for the full control effect; nearly all actives have a fitted effect of over 50% in size
Pol iota inh = DNA polymerase iota (human) inhibition. Q9UNA4. Pol iota fluorescent replication assay, 10 min. Potency, µM (top dose mostly 115 µM), inactives show top-dose activity, negative = inhibition, actives largely listed as inhibitors. hit rate 1% among 390,000
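Pol iota at 10 nM preincubated 15 min with compounds at room temperature; reaction started with fluorescent substrate, 50 nM final. Fluorescence read kinetically at 0 and 10 min; buffer-only wells as negative control.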
POLK inh = blocks human DNA polymerase kappa activity | Potency, µM (top dose mostly 107 µM), inactives show top-dose activity, negative = inhibition, hits mostly inhibitors | hit rate 0.53% among 400,000 | Q9UBT6 | purified Pol kappa, fluorescent DNA synthesis assay, 10 min; also: % is scaled to controls: 0 for no effect and ±100 for the full control effect
Target sequence (Q9UBT6 whole entry, looked up): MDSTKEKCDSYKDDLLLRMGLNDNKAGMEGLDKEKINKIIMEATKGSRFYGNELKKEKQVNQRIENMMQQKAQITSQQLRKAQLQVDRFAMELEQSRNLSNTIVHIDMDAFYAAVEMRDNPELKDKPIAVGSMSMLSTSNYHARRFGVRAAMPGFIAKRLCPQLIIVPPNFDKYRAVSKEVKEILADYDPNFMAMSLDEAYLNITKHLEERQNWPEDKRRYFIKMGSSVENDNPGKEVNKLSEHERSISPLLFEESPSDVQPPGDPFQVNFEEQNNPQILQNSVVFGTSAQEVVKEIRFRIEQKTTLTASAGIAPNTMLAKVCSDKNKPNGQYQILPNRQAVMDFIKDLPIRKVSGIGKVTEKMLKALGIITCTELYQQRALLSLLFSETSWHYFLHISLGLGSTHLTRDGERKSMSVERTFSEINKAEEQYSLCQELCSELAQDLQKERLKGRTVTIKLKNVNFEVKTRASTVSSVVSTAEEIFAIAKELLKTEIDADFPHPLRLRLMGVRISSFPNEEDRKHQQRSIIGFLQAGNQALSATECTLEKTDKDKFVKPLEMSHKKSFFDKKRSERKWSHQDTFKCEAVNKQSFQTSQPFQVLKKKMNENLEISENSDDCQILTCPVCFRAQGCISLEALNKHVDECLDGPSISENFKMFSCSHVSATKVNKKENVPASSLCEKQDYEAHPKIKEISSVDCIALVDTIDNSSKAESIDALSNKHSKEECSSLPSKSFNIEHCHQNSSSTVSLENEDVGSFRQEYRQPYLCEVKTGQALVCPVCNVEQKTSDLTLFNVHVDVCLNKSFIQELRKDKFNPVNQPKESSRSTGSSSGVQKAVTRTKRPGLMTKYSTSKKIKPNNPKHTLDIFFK
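Readout: fluorescence, taken kinetically at 0 and 10 min. Conditions: 10 nM Pol kappa, 15 min RT compound preincubation, 50 nM substrate final. Controls: enzyme-free buffer wells.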
APE1 inh = APE1 (human) endonuclease inhibition; P27695; recombinant APE1, TAMRA/BHQ-2 abasic DNA cleavage fluorescence; Potency, µM (series often up to 65.8 µM), inactives show at the top dose activity change, negative = inhibition, most hits filed as inhibitors; hit rate 0.35% among 350,000;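 also: plate controls were vehicle for no effect and reference inhibitor for full effect; nearly all actives have a fitted effect of over 55% in size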
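Quantitative HTS: incision of a TAMRA/BHQ-2 double-stranded substrate bearing a tetrahydrofuran abasic site by 0.75 nM APE1 raises fluorescence. Substrate 50 nM final, added after 15 min compound preincubation at room temperature; progress as third-minus-first kinetic read difference.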
Pol beta inh = blocks human DNA polymerase beta activity; P06746; Pol beta primer extension/strand displacement, fluorescence kinetic; Potency, µM (top dose mostly 114 µM), inactives show top-dose activity change, negative = inhibition, actives largely listed as inhibitors; hit rate 1.3% among 340,000; also: % is scaled to controls: 0 for no effect and ±100 for the full control effect
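Enzyme-only controls used 10 nM Pol beta; buffer lacking enzyme served as negative control. Compound preincubated 15 min, then 50 nM substrate added; 0 and 10 min reads at room temperature.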
Starred values were filed as active, the others as inactive; ? = inconclusive; . = not tested or not shown; [ ] = remark or other dose. Calls follow the shape of the dose curve; as a rule, active = well fitted curve in the direction sought with a large enough effect; inconclusive = small, poorly fitted or top-dose-only effect, or another doubt; inactive = no such curve, though single readings can be large; an effect the other way counts as inactive or inconclusive. Potency is read from the fitted curve at half-maximal effect. The list is partial; the hit share may differ from the screen's.

nr | Structure | BLM helicase inh | Pol beta inh | Pol eta inh | BAZ2B block | Pol iota inh | APE1 inh | JMJD2A Tudor | G9a block | POLK inh
1 | O=C(Cn1nnc2ccccc2c1=O)NC1CCCc2ccccc21 (stereo not given) | -4% | 11% | -2% | 13% | ? | 8% | -11% | ? | -3%
2 | COCCCNC(=O)CCCN1C(=O)CCn2nc(-c3cccn3C)cc21 | 2% | 5% | -15% | -29% | 34%[activator] | . | -20% | -24%[59 µM] | -10%[60.1 µM]
3 | Cc1ccc(C)c(S(=O)(=O)N2CCN(C(=O)c3cccn3C)CC2)c1 | . | . | -1% | ? | 1% | -6% | -32% | ? | -13%
4 | COc1ccc(N2CCN(C(=O)CCN3C(=S)NC(C)(C)CC3C)CC2)cc1 (stereo not given) | -4% | 12% | -20% | -20% | 59%[activator] | ? | -8% | -28% | -1%
5 | Cc1cc(C(=O)N2CCCC(Nc3ccc(F)cc3)C2)c(C)o1 (stereo not given) | -3% | 72% | 8% | ? | 4% | 14% | -17% | . | -2%
6 | COc1cc(OC)cc(-c2c(-c3cccs3)c3cc(-c4ccc(OC)c(F)c4)ccc3n2C)c1 | . | . | -15% | 4% | 15% | 9% | -11% | -2%[0.501 µM] | 17%
7 | CC(C)(C)OC(=O)NCCCC[C@@H](C(=O)N1CCN(C(=O)OC(C)(C)C)CC1)n1cc(C(CO)NC(=O)OC(C)(C)C)nn1 (stereo not given in full) | -5% | 3% | -20% | 1% | 11% | 9% | -20% | 12%[59 µM] | -22%
8 | COc1cc(C(=O)OCc2cc(=O)n3nc(C(C)C)sc3n2)cc(OC)c1OC | 2% | -20% | -14% | ? | 23% | . | -24% | 15%[59 µM] | 0%
9 | Cc1cc(=O)c2ccc(C(F)(F)F)cc2[nH]1 | -1% | 12% | -12% | -1% | 15% | -1% | -7% | 19% | -3%
10 | O=C1NCCN(Cc2ccc(F)cc2)C1=O | -1% | -13% | -20% | -7% | 30%[activator] | . | 2% | 4%[59 µM] | -15%[60.1 µM]
11 | O=C(CSc1nccc(=O)[nH]1)Nc1cc(C(F)(F)F)ccc1N1CCOCC1 | -3% | 49% | -2% | -7% | 6% | 3% | -7% | 3% | -11%
12 | Cc1ccc(CN(C(=O)c2sc3ccccc3c2Cl)C2CCS(=O)(=O)C2)cc1 (stereo not given) | -7% | 3% | -10% | 6% | 9% | -5% | -12% | -8%[59 µM] | -8%
13 | CCC(CO)Oc1cc(NC(=O)c2ccccc2Cl)c2ncn(C(C)C)c2c1 (stereo not given) | . | . | -3% | . | -16% | -7% | -28% | . | -9%
14 | Cc1cccc(N2C(=O)C(Cl)=C(Nc3c(C)n(C)n(-c4ccccc4)c3=O)C2=O)c1C | -2% | -1% | -6% | 50µM* | -4% | -8% | -9% | 8.9µM* | -14%
15 | CCOc1ccc(C2=CS/C(=C(\C#N)c3nnc4n3CCCCC4)N2CC)cc1 | 3% | 5% | -4% | -36% | -11% | 0% | -35% | -11%[59 µM] | 3%
16 | C(=N\Nc1nnnn1-c1ccccc1)/c1ccncc1 | -13% | 32% | -15% | 1% | -5% | 2% | -9% | 4%[59 µM] | -2%
17 | CCN(CC)S(=O)(=O)c1cccc(C(=O)NC2=NCCS2)c1 | 0% | 8% | -3% | -2% | 29% | 14% | -16% | 50µM* | -17%
18 | CC1(C)CC(=O)C2=C(C1)NC(SCC(=O)Nc1ccccc1)=C(C#N)C2c1ccco1 (stereo not given) | -7% | 0% | -20% | -37% | 41%[activator] | -7% | -35% | -1%[12.7 µM] | -15%
19 | CCC(=O)n1nc(-c2cccnc2)nc1NCc1cccs1 | -5% | 0% | -2% | 4% | 144%[activator] | 1% | -10% | ? | -14%
20 | N#C/C(=C\C1CC=CCC1)c1nc2ccccc2[nH]1 (stereo not given) | -26% | 28% | -12% | 8% | 26% | -1% | -22% | ? | 0%
21 | Cc1cccc(NC(=S)N/N=C/c2c[nH]c3ccccc23)c1 | -16% | 10% | -19% | 50µM* | 0% | 12% | ? | -21%[59 µM] | -18%
22 | O=C(OCC(=O)N1CCCC1)c1ccccc1OCc1ccccc1 | -2% | 5% | ? | 4% | 2% | -4% | 15% | -35% | -9%
23 | CC(OC(=O)Cc1cccc(C(F)(F)F)c1)C(=O)Nc1ccc(Cl)cn1 (stereo not given) | -16% | 8% | -17% | -10% | 16% | -2% | 37%[activator] | . | -12%
24 | Cc1cccc(N2CC(C(=O)Nc3nc4ccc(S(C)(=O)=O)cc4s3)CC2=O)c1C (stereo not given) | -5% | 3% | -17% | 1% | 21% | -3% | -19% | ? | -15%
25 | Clc1ccccc1-c1nc(NCc2cccnc2)c2ccccc2n1 | -3% | . | . | . | . | 3% | . | -44%[0.501 µM] | 6%[60.1 µM]
26 | CCCCc1nnc(SCc2cc(=O)c3cc(F)ccc3[nH]2)n1C | 1% | -20% | -18% | 2% | 8% | . | -18% | 8%[59 µM] | -4%[60.1 µM]
27 | COc1ccc(C(=O)COC(=O)CNC(=O)C2CCCCC2)c(OC)c1 | -16% | 22µM* | ? | -9% | ? | -10% | -22% | -2% | -25%
28 | COc1ccc(C(C)=O)cc1CSc1nnc(Nc2ccc(C)cc2)s1 | 1% | 17% | -22% | -34% | 136%[activator] | 9% | 3% | 10µM* | -8%
29 | COc1ccc(S(=O)(=O)N(CC(C)C)CC(C)C)c2cccnc12 | -2% | 9% | -16% | 5% | -20% | -6% | -8% | ? | 1%
30 | Cc1cccc(OCC(=O)Nc2cccc3cccnc23)c1C | -5% | -9% | -18% | 0% | 36%[activator] | . | 1% | 11%[59 µM] | 10%

Quoted from the listing.
Clc1ccccc1-c1nc(NCc2cccnc2)c2ccccc2n1 @ BLM helicase inh = -3%
O=C(OCC(=O)N1CCCC1)c1ccccc1OCc1ccccc1 @ BAZ2B block = 4%
Cc1cccc(NC(=S)N/N=C/c2c[nH]c3ccccc23)c1 @ BAZ2B block = 50µM*
COc1ccc(C(C)=O)cc1CSc1nnc(Nc2ccc(C)cc2)s1 @ POLK inh = -8%
CCCCc1nnc(SCc2cc(=O)c3cc(F)ccc3[nH]2)n1C @ G9a block = 8%[59 µM]
Cc1cccc(N2CC(C(=O)Nc3nc4ccc(S(C)(=O)=O)cc4s3)CC2=O)c1C (stereo not given) @ Pol beta inh = 3%

Of the compounds above, two contain a furan ring, fused or not:
nr | Structure | BLM helicase inh | Pol beta inh | Pol eta inh | BAZ2B block | Pol iota inh | APE1 inh | JMJD2A Tudor | G9a block | POLK inh
5 | Cc1cc(C(=O)N2CCCC(Nc3ccc(F)cc3)C2)c(C)o1 (stereo not given) | -3% | 72% | 8% | ? | 4% | 14% | -17% | . | -2%
18 | CC1(C)CC(=O)C2=C(C1)NC(SCC(=O)Nc1ccccc1)=C(C#N)C2c1ccco1 (stereo not given) | -7% | 0% | -20% | -37% | 41%[activator] | -7% | -35% | -1%[12.7 µM] | -15%

Returning to the listing with the two entries that preceded the break.
nr | Structure | BLM helicase inh | Pol beta inh | Pol eta inh | BAZ2B block | Pol iota inh | APE1 inh | JMJD2A Tudor | G9a block | POLK inh
29 | COc1ccc(S(=O)(=O)N(CC(C)C)CC(C)C)c2cccnc12 | -2% | 9% | -16% | 5% | -20% | -6% | -8% | ? | 1%
30 | Cc1cccc(OCC(=O)Nc2cccc3cccnc23)c1C | -5% | -9% | -18% | 0% | 36%[activator] | . | 1% | 11%[59 µM] | 10%
31 | CCC(=O)N1CCN(CCN=CC2=C(O)CC(C)(C)CC2=O)CC1 | 2% | -15% | -18% | -2% | 19% | -2% | -7% | -9%[59 µM] | -9%
32 | O=C(CC1C(=O)NCCN1CC1CCCCC1)NCc1cccc(F)c1F (stereo not given) | -3% | -10% | 0% | -25% | 49%[activator] | 0% | -17% | -8% | -17%
33 | O=C1CC(N2CCN(c3ccccn3)CC2)C(=O)N1c1ccc(Cl)cc1 (stereo not given) | -3% | ? | -9% | -10% | -2% | 22% | -14% | . | -15%
34 | COc1cc(CN(C(=S)NCC(=O)O)C2CCCC2)cc(OC)c1OC | 3% | 7% | -9% | -9% | 20% | -7% | 7% | 41% | 1%
35 | COc1ccccc1CNC(=O)COC(=O)c1ccc(C(=O)c2ccccc2)cc1 | . | . | -12% | . | 62%[activator] | -14% | -18% | . | -14%
36 | Cc1c2n(c3ccccc13)CCC2=O | -4% | 10% | -10% | -1% | 19% | -7% | -5% | 11% | -9%
37 | CCOC(=O)c1cnc2c(OC)cccc2c1Nc1ccc2c(c1)OCCO2 | 4% | 0% | -20% | ? | 25% | -1% | -32% | -5% | -6%
38 | COc1ccc(/C=C(/NC(=O)c2ccco2)C(=O)N2CCCCCC2)cc1OC | -1% | -1% | -1% | -6% | 6% | 4% | -1% | 17% | -8%
39 | CC(=O)Nc1ccc2oc(C)nc2c1 | -1% | 5% | -22% | -14% | 52%[activator] | -4% | -15% | 8% | -14%
40 | CCN(CC(=O)NC1CCS(=O)(=O)C1)C(=O)c1cc(OC)c(OC)c(OC)c1 (stereo not given) | . | . | -14% | 0% | 32%[activator] | -8% | 3% | 7%[12.7 µM] | 5%
41 | Cc1cccc(NC(=O)CSc2nnc(-c3ccco3)o2)c1 | 1% | 3% | -10% | -6% | 12% | 16% | -10% | -32% | -3%
42 | Cc1ccc(C(=O)c2oc3ccccc3c2NC(=O)C(C)Oc2ccccc2Cl)cc1 (stereo not given) | -5% | 22% | -20% | 3% | -1% | . | 8% | 2%[59 µM] | -9%
43 | COc1ccc(C(=O)NNC(=O)CSc2nnc(-c3cccnc3)n2C)cc1 | 2% | 44%[activator] | -1% | 1% | ? | 17% | -8% | . | -5%
